Source: PubChem BioAssay (Broad Institute)
BioA inh = BioA (M. tuberculosis) enzyme inhibition. inhibition, % at 9.99 µM. purified M. tuberculosis BioA enzyme, plate reader. 360,000 compounds, 0.096% hits; in the data active = inhibition above about 40%
Numbers without * were called inactive. These rows are one share of the data, so the mix of outcomes need not match the whole.

SMILES	BioA inh
O=C(C[C@H]1C[C@@H]2c3cc(NC(=O)Nc4ccc(C(F)(F)F)cc4)ccc3O[C@@H]2[C@@H](CO)O1)NCc1cccnc1	2.7
C[C@@H]1CN([C@H](C)CO)C(=O)Cc2cc(NC(=O)Nc3ccc4c(c3)OCO4)ccc2O[C@H]1CN(C)CC1CC1	-0.5
C[C@@H]1CN([C@@H](C)CO)C(=O)Cc2cc(NS(=O)(=O)c3ccc(F)cc3)ccc2O[C@@H]1CN(C)C(=O)Nc1ccccc1	0.3
C[C@H]1CN([C@@H](C)CO)S(=O)(=O)c2ccc(-c3ccncc3)cc2O[C@@H]1CN(C)C(=O)CN(C)C	-6.9
COc1ccc(NC(=O)N(C)C[C@@H]2Oc3ccc(NS(=O)(=O)c4ccccc4)cc3C(=O)N([C@@H](C)CO)C[C@@H]2C)cc1	-0.7
CCC(=O)Nc1ccc2c(c1)C(=O)N(C)C[C@@H](OC)[C@H](C)CN(CCc1ccccc1)[C@H](C)CO2	2.8
CN1C(=O)c2cc(NC(=O)C3CCOCC3)ccc2OC[C@H]2O[C@@H](CC(=O)NCC3CCCCC3)CC[C@H]21	-0.1
C[C@@H]1CCCCO[C@H](CN(C)Cc2ccc3c(c2)OCO3)[C@@H](C)CN([C@H](C)CO)C(=O)c2cc(NS(=O)(=O)c3cccs3)ccc2O1	0.3
COCC(=O)N1C[C@@H](C)[C@H](OC)CN(C)C(=O)c2cc(NC(=O)C3CCC3)ccc2OC[C@@H]1C	-1.3
Cc1noc(C)c1NC(=O)Nc1ccc2c(c1)CC(=O)N([C@H](C)CO)C[C@H](C)[C@@H](CN(C)S(=O)(=O)c1cccs1)O2	2.0
CC=Cc1ccc2n(c1=O)C[C@H]1[C@H](CO)[C@@H](C(=O)OC)[C@@H]2N1CC1CC1 (mixture of isomers)	-1.1
COc1ccc(NC(=O)N(C)C[C@@H]2Oc3c(NC(=O)C4CCOCC4)cccc3C(=O)N([C@@H](C)CO)C[C@H]2C)cc1	-3.5
O=C(Nc1ccc(-c2ccccc2)cc1)[C@@H]1[C@@H](CO)[C@@H]2Cn3c(cccc3=O)[C@@H]2N1CC1CCOCC1	-1.2
C[C@@H]1CN([C@@H](C)CO)C(=O)c2cc(NC(=O)Cc3cn(C)c4ccccc34)ccc2O[C@H]1CN(C)C	-3.9
O=C(C[C@@H]1CC[C@H]2[C@@H](COC[C@@H](O)CN2C(=O)C2CC2)O1)NCc1ccccc1Cl	0.3
CCCNC(=O)Nc1ccc2c(c1)C(=O)N(C)C[C@H](OC)[C@H](C)CN[C@H](C)CO2	-1.6
O=C(C[C@H]1CC[C@H]2[C@@H](COC[C@H](O)CN2Cc2cccc(F)c2)O1)NCCc1ccncc1	-0.3
C[C@@H]1CN([C@@H](C)CO)C(=O)c2cc(NS(=O)(=O)c3ccc(F)cc3)ccc2O[C@@H](C)CCCCO[C@@H]1CN(C)C(=O)c1ccccc1	-0.6
COCC#Cc1ccc2c(c1)O[C@H](CN(C)C(=O)CC1CC1)[C@@H](C)CN([C@@H](C)CO)S2(=O)=O	-1.1
Cc1noc(C)c1S(=O)(=O)Nc1ccc2c(c1)C(=O)N([C@@H](C)CO)C[C@H](C)[C@H](CN(C)C(=O)Nc1ccccc1)O2	-2.2
CO[C@H]1CN(C)C(=O)c2ccc(NC(=O)c3ccccc3F)cc2OC[C@@H](C)N(C(=O)c2ccccc2F)C[C@@H]1C	-1.5
C[C@H](CO)N1C[C@H](C)[C@@H](CN(C)C(=O)c2cnccn2)Oc2cc(C3=CCCC3)ccc2S1(=O)=O	3.0
CCN1[C@@H]2Cn3c(ccc(-c4ccncc4)c3=O)[C@H]1[C@@H](C(=O)Nc1ccccc1)[C@@H]2CO	-0.6
C[C@@H]1CN([C@@H](C)CO)C(=O)c2cc(NC(=O)Cn3cnnn3)ccc2O[C@@H]1CN(C)Cc1ccc2c(c1)OCO2	-0.2
CO[C@H]1CN(C)C(=O)c2ccc(NC(=O)c3cc(C)on3)cc2OC[C@H](C)N(C(C)=O)C[C@H]1C	1.4
Cc1ccc(S(=O)(=O)N(C)C[C@@H]2OCCCC[C@H](C)Oc3ccc(NS(=O)(=O)c4ccc(F)cc4)cc3C(=O)N([C@H](C)CO)C[C@H]2C)cc1	-1.3
CC(=O)Nc1ccc2c(c1)C(=O)N(C)[C@@H]1CC[C@H](CC(=O)NCc3ccc(Cl)cc3)O[C@H]1CO2	27
COc1ccc(C#Cc2ccc([C@@H]3[C@H]4CN(C(=O)Nc5ccccc5)CCCCN4[C@H]3CO)cc2)cc1	-2.5
O=C(c1cccc(F)c1)N1C[C@@H]2[C@H](c3ccccc31)[C@H](CO)N2C(=O)c1ccccn1	2.6
CN(C)C(=O)C[C@@H]1CC[C@H]2[C@@H](COC[C@@H](O)CN2Cc2ccc(C(F)(F)F)cc2)O1	5.0
O=C(C[C@H]1CC[C@H](NC(=O)Nc2ccc(C(F)(F)F)cc2)[C@@H](CO)O1)NCc1cc(F)cc(F)c1	0.4
C[C@H]1CN([C@@H](C)CO)S(=O)(=O)c2ccc(C#Cc3ccccc3)cc2O[C@@H]1CN(C)S(C)(=O)=O	-1.9
O=C(Cc1ccccn1)N[C@@H]1CC[C@@H](CCn2cc(-c3ccccc3)nn2)O[C@@H]1CO	-0.8
CN1c2ccc(Br)cc2[C@@H]2[C@@H](CCN2C(=O)Nc2cccc(F)c2)[C@@H]1CO	2.5
CC(C)CC#Cc1cnc2c(c1)C(=O)N([C@H](C)CO)C[C@@H](C)[C@@H](CN(C)C(=O)Cc1ccccc1)O2	0.5
C[C@@H]1CN([C@H](C)CO)C(=O)c2cc(-c3ccccc3F)cnc2O[C@@H]1CN(C)C(=O)NC1CCCCC1	-0.1
Cc1ccc(S(=O)(=O)Nc2ccc3c(c2)C(=O)N([C@H](C)CO)C[C@H](C)[C@@H](CN(C)S(=O)(=O)c2ccccc2)OCCCC[C@@H](C)O3)cc1	-1.1
CCNC(=O)[C@H]1[C@H](CO)[C@H]2Cn3c(ccc(-c4ccccc4)c3=O)[C@H]2N1CC	0.6
C[C@H]1CN([C@@H](C)CO)C(=O)c2cc(-c3cccnc3)cnc2O[C@@H]1CN(C)C(=O)NC1CCCC1	-0.3
Cc1ccc(S(=O)(=O)Nc2ccc3c(c2)C(=O)N([C@@H](C)CO)C[C@@H](C)[C@H](CN(C)Cc2ccncc2)OCCCC[C@H](C)O3)cc1	2.5
CC(C)NC(=O)Nc1ccc2c(c1)C(=O)N([C@H](C)CO)C[C@H](C)[C@H](CN(C)C(=O)Nc1ccccc1)O2	0.4
CO[C@H]1CN(C)C(=O)c2ccc(NC(=O)Nc3cc(Cl)cc(Cl)c3)cc2OC[C@H](C)NC[C@H]1C	-2.2
COc1ccc(S(=O)(=O)Nc2ccc3c(c2)CC(=O)N([C@@H](C)CO)C[C@H](C)[C@H](CN(C)S(=O)(=O)c2ccc(Cl)cc2)O3)cc1	-0.2
C[C@@H]1CN([C@@H](C)CO)C(=O)Cc2cc(NC(=O)CCC(F)(F)F)ccc2O[C@H]1CN(C)S(=O)(=O)c1ccc(Cl)cc1	2.4
C[C@@H]1CN([C@@H](C)CO)C(=O)Cc2cc(NC(=O)NC3CCCCC3)ccc2O[C@@H]1CN(C)C(=O)Nc1ccc2c(c1)OCO2	1.7

Three entries drawn at random from the list so far, as already listed:
SMILES	BioA inh
CCNC(=O)[C@H]1[C@H](CO)[C@H]2Cn3c(ccc(-c4ccccc4)c3=O)[C@H]2N1CC	0.6
C[C@H]1CN([C@@H](C)CO)S(=O)(=O)c2ccc(C#Cc3ccccc3)cc2O[C@@H]1CN(C)S(C)(=O)=O	-1.9
C[C@@H]1CN([C@H](C)CO)C(=O)c2cc(-c3ccccc3F)cnc2O[C@@H]1CN(C)C(=O)NC1CCCCC1	-0.1

Additional compounds
SMILES	BioA inh
CN1C(=O)c2cc(NC(=O)C3CCCCC3)ccc2OC[C@H]2O[C@@H](CC(=O)NC3CCCC3)CC[C@H]21	-0.4
C[C@@H]1CN([C@@H](C)CO)C(=O)c2cc(NS(C)(=O)=O)ccc2O[C@H]1CN(C)C(=O)Nc1ccc(F)cc1	0.3
COc1cccc(C(=O)Nc2ccc3c(c2)C(=O)N(C)C[C@@H](OC)[C@@H](C)CN[C@@H](C)CO3)c1	-0.8
CO[C@@H]1CN(C)C(=O)c2ccc(NS(=O)(=O)c3ccccc3)cc2OC[C@H](C)N(Cc2nccs2)C[C@@H]1C	-0.3
C[C@@H]1CCCCO[C@H](CN(C)C(=O)C2CCCCC2)[C@H](C)CN([C@H](C)CO)C(=O)c2cc(NC(=O)c3ccncc3)ccc2O1	3.1
CN1CCN(C(=O)C[C@H]2CC[C@H]3[C@@H](COC[C@H](O)CN3C(=O)c3ccc(F)cc3)O2)CC1	-3.9
O=C(C[C@@H]1C[C@@H]2c3cc(NC(=O)c4ccc5c(c4)OCO5)ccc3O[C@@H]2[C@H](CO)O1)NCc1ccccn1	-0.1
O=C(NCC[C@@H]1CC[C@@H](NS(=O)(=O)c2ccccc2)[C@@H](CO)O1)c1ccc2c(c1)OCO2	-3.0
COc1ccc(NC(=O)Nc2ccc3c(c2)CC(=O)N([C@H](C)CO)C[C@@H](C)[C@@H](CN(C)S(=O)(=O)c2ccc(F)cc2)O3)cc1	-1.5
CN(C)C(=O)C[C@@H]1C=C[C@H](NC(=O)NC2CCCCC2)[C@H](CO)O1	3.9
COCC#Cc1cnc2c(c1)C(=O)N([C@H](C)CO)C[C@@H](C)[C@H](CN(C)C(=O)Cc1ccncc1)O2	-0.5
C[C@H]1CN([C@@H](C)CO)S(=O)(=O)c2ccc(C3=CCCCC3)cc2O[C@H]1CN(C)C(=O)c1ccncc1	1.5
CCCC#Cc1ccc2c(c1)O[C@@H](CN(C)C(=O)c1ccccn1)[C@@H](C)CN([C@H](C)CO)S2(=O)=O	0.7
O=C(C[C@H]1CC[C@H]2[C@@H](COC[C@@H](O)CN2C(=O)Nc2cc(Cl)cc(Cl)c2)O1)N1CCOCC1	-1.1
C[C@@H]1CCCCO[C@H](CN(C)C(=O)Nc2ccc3c(c2)OCO3)[C@H](C)CN([C@@H](C)CO)C(=O)c2cc(NC(=O)c3ccccc3)ccc2O1	0.5

The last 5 compounds of the part before open the next one.
SMILES	BioA inh
COCC#Cc1cnc2c(c1)C(=O)N([C@H](C)CO)C[C@@H](C)[C@H](CN(C)C(=O)Cc1ccncc1)O2	-0.5
C[C@H]1CN([C@@H](C)CO)S(=O)(=O)c2ccc(C3=CCCCC3)cc2O[C@H]1CN(C)C(=O)c1ccncc1	1.5
CCCC#Cc1ccc2c(c1)O[C@@H](CN(C)C(=O)c1ccccn1)[C@@H](C)CN([C@H](C)CO)S2(=O)=O	0.7
O=C(C[C@H]1CC[C@H]2[C@@H](COC[C@@H](O)CN2C(=O)Nc2cc(Cl)cc(Cl)c2)O1)N1CCOCC1	-1.1
C[C@@H]1CCCCO[C@H](CN(C)C(=O)Nc2ccc3c(c2)OCO3)[C@H](C)CN([C@@H](C)CO)C(=O)c2cc(NC(=O)c3ccccc3)ccc2O1	0.5
O=C(C[C@H]1C=C[C@H](NC(=O)Nc2ccc3c(c2)OCO3)[C@@H](CO)O1)NCc1ccc2c(c1)OCO2	0.8
CC(C)NC(=O)Nc1ccc2c(c1)C(=O)N([C@H](C)CO)C[C@@H](C)[C@H](CN(C)Cc1ccc(C(=O)O)cc1)O2	-1.6
C[C@H](CO)N1C[C@H](C)[C@H](CN(C)S(=O)(=O)c2ccc(F)cc2)Oc2c(NS(=O)(=O)c3cn(C)cn3)cccc2C1=O	1.2
CN1CCCCN2[C@H](CO)[C@@H](c3ccc(-c4ccccc4)cc3)[C@@H]2C1	-0.3
C[C@H]1CN([C@@H](C)CO)C(=O)c2cc(C3=CCCCC3)cnc2O[C@H]1CN(C)Cc1ccc(C(=O)O)cc1	-2.0
C[C@@H]1CN([C@@H](C)CO)C(=O)c2cccc(NC(=O)Nc3ccc(F)cc3)c2O[C@H]1CN(C)Cc1ccc(Oc2ccccc2)cc1	-1.0
C[C@H](CO)N1C[C@H](C)[C@H](CN(C)C(=O)CN(C)C)Oc2ncc(-c3ccc(C#N)cc3)cc2C1=O	1.2
C[C@@H]1CCCCO[C@H](CN(C)Cc2ccc(Cl)c(Cl)c2)[C@H](C)CN([C@@H](C)CO)C(=O)c2cc(NS(=O)(=O)c3ccccc3)ccc2O1	-2.3
CCCC#Cc1ccc2c(c1)O[C@@H](CN(C)C(=O)CC)[C@@H](C)CN([C@@H](C)CO)S2(=O)=O	0.8
COc1ccc(S(=O)(=O)N2C[C@@H](O)COC[C@@H]3O[C@@H](CC(=O)N[C@H]4CCN(Cc5ccccc5)C4)CC[C@H]32)cc1	1.1
C[C@@H]1CCCCO[C@H](CN(C)C)[C@@H](C)CN([C@@H](C)CO)C(=O)c2cc(NC(=O)Nc3ccc(F)cc3)ccc2O1	0.8
C[C@H](O)C#Cc1ccc2c(c1)O[C@H](CN(C)C)[C@H](C)CN([C@@H](C)CO)S2(=O)=O	0.2
CO[C@@H]1CN(C)C(=O)c2cc(NS(C)(=O)=O)ccc2OC[C@H](C)N(CC2CCCCC2)C[C@H]1C	2.6
COc1ccc(S(=O)(=O)Nc2ccc3c(c2)C(=O)N([C@H](C)CO)C[C@H](C)[C@@H](CN(C)C(=O)CCC(F)(F)F)OCCCC[C@H](C)O3)cc1	2.2
Cc1ccc(S(=O)(=O)N(C)C[C@@H]2Oc3c(NS(=O)(=O)c4ccc(Cl)cc4)cccc3C(=O)N([C@H](C)CO)C[C@@H]2C)cc1	-3.8
C[C@@H]1CCCCO[C@H](CN(C)C(=O)NC2CCCCC2)[C@@H](C)CN([C@@H](C)CO)C(=O)c2cc(NC(=O)C3CCCCC3)ccc2O1	0.3
Cc1ccccc1S(=O)(=O)NCC[C@H]1CC[C@@H](NC(=O)C2CCCCC2)[C@@H](CO)O1	2.8
CCCNC(=O)[C@@H]1[C@@H](CO)[C@@H]2Cn3c(ccc(-c4ccccc4)c3=O)[C@H]1N2C(=O)Nc1ccccc1	-1.0
CO[C@H]1CN(C)C(=O)c2cc(NC(=O)Nc3ccc(Cl)cc3)ccc2OC[C@@H](C)N(C)C[C@@H]1C	-3.0
